Bioassay records deposited in PubChem BioAssay by National Center for Advancing Translational Sciences (NCATS).
L3MBTL1 block: blocks human L3MBTL1; Q9Y468; actives 0.66% (n = 230,000); AlphaScreen L3MBTL1–H3K9me1 peptide binding; Potency, µM (top dose mostly 57.1 µM), without a hit: at the highest dose activity, negative = inhibition, most hits filed as inhibitors; AID 485360; note: nearly all actives have a fitted effect of over 60% in size
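AlphaScreen assay: L3MBTL1 (50 nM final) was preincubated 30 min at room temperature with biotinylated H3(1-15)K9me1 peptide (75 nM final), then 30 min with library compounds; streptavidin donor and nickel chelate acceptor beads (10 ug/mL final) added, 30 min dark.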
TRb SRC2 PPI: inhibitors of human thyroid hormone receptor beta-SRC2 interaction | P10828 | TRbeta-SRC2 peptide binding, fluorescence polarization; receptor liganded with 1 µM T3 | AID 1469 | Potency, µM (series often up to 106 µM), for inactives: top-dose activity change, negative = inhibition, usual class: inhibitors | actives 0.065% (n = 280,000);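 note: plate controls were bound peptide for no effect and peptide without receptor for full effect; nearly all actives have a fitted effect of over 50% in size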
Target sequence (P10828 whole entry, looked up): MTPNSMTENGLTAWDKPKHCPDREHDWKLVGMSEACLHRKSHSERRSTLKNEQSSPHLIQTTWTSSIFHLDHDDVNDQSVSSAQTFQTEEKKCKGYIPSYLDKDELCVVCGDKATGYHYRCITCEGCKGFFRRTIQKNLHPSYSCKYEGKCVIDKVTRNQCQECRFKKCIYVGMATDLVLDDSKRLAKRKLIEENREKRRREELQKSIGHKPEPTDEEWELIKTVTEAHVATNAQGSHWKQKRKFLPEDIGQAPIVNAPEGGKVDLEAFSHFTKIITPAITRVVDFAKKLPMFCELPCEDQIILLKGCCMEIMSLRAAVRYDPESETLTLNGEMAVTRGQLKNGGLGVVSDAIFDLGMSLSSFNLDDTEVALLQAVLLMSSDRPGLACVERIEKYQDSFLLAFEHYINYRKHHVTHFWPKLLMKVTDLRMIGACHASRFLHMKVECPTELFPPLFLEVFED
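Fluorescence polarization of 20 nM Texas Red SRC2 peptide (20-aa NR interaction domain) bound to 0.6 uM human TRb ligand-binding domain, with 1 uM T3, after 5 hr at ambient temperature; inhibition seen as decreased polarization.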
Tau fibril ThT: blocks human tau fibril formation measured by thioflavin T | Potency, µM (doses to about 57.4 µM), inactives show top-dose activity, negative = inhibition, hits mostly inhibitors | P10636 | recombinant tau K18 P301L, heparin-induced fibrillization, ThT fluorescence | AID 1460 | actives 2.1% (n = 270,000); note: nearly all actives have a fitted effect of over 55% in size
Target sequence (P10636 561-689 P618L limits assumed): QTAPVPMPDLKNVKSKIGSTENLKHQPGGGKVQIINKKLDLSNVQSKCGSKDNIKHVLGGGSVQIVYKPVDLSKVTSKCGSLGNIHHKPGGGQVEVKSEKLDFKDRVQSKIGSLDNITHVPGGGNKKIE
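Aggregation was driven by heparin (20 uM final) acting on recombinant tau […] bearing P301L in 100 mM sodium acetate pH 7; fibrils were detected with Thioflavin T.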
GLA spleen mod: inhibitors or activators of human alpha-galactosidase in spleen homogenate. P06280. human spleen homogenate, 4MU-alpha-Gal fluorescence, 40 min. Potency, µM (highest dose often 80 µM), for the others: at the top dose activity change, negative = inhibition, actives largely listed as inhibitors. actives 0.008% (n = 240,000);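 note: 0% = enzyme with vehicle and -100% = no enzyme basal signal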
Target sequence (P06280 32-429 limits assumed): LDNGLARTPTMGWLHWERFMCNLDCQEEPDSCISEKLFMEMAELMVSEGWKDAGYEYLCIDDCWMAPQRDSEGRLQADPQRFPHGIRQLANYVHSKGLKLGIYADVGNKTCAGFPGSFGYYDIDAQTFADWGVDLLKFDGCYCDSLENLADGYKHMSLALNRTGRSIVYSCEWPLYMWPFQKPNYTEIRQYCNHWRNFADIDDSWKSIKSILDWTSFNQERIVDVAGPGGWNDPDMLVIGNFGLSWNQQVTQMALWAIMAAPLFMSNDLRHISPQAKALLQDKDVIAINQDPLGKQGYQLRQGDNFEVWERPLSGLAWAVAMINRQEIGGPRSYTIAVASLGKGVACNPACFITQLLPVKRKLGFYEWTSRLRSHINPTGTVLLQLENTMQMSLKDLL
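Spleen homogenate 1 ug + cpd (titration) + 4-MU-alpha-D-galactopyranoside 1 mM; 37C 40 min; 50 mM citrate/phosphate pH 5.0, 0.01% Tween-20; stop pH 10; fluorescence 365/440; AC50 via Hill.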
ALDH1A1 inh: ALDH1A1 (human) enzyme inhibition. P00352. actives 7.3% (n = 220,000). AID 1030. Potency, µM (highest dose often 75.3 µM), for inactives: at the highest dose activity, negative = inhibition, actives largely listed as inhibitors. Purified ALDH1A1, NADH fluorescence, propionaldehyde substrate; active = well fitted inhibition curve with a large enough effect, not every such curve was filed as active; inconclusive = small, poorly fitted or top-dose-only effect, or another doubt; inactive = no such curve, though single readings can be large or run the other way;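 note: plate controls were no enzyme wells and a reference inhibitor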
TexasRed fluor: Texas Red fluorescence interference in TRb-SRC2 counter-screen; TRb/SRC2 Texas Red total fluorescence interference; Potency, µM (doses to about 106 µM), inactives show at the highest dose fluorescence change, negative = quenching; actives 0.29% (n = 280,000); active = well fitted curve in either direction with a large enough effect; inconclusive = small, poorly fitted or top-dose-only effect
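Flags fluorescent or light-absorbing compounds by total fluorescence, S + 2P, at 555 nm excitation and 632 nm emission. Mixture: 20 nM Texas Red SRC2 peptide, 0.6 uM human TRb LBD, 1 uM T3, 5% DMSO; compound exposure 5 h at ambient temperature.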
Tau fluor counter: counter-screen for tau fibril formation inhibitors | tau K18 P301L Alexa594 fluorescence, heparin fibrillization | Potency, µM (titrated, usually from 57.7 µM), inactives show top-dose activity change, negative = decrease | actives 0.93% (n = 280,000); note: nearly all actives have a fitted effect of over 55% in size
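Human tau K18 P301L (15 uM unlabeled, 0.24 uM Alexa 594-labeled) in 100 mM sodium acetate pH 7 with 20 uM heparin, 6 hr at 37 C. ThT 30 uM added, 1 hr ambient; Alexa 594 FP and total fluorescence read at 555/632 nm.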
Tau FP inhib: inhibitors of human tau fibril formation | AID 1468 | Potency, µM (highest dose often 57.7 µM), for the others: at the highest dose activity, negative = inhibition, usual class: inhibitors | actives 0.39% (n = 280,000) | K18 P301L tau heparin fibrillization, Alexa594 FP, 6 h; note: nearly all actives have a fitted effect of over 55% in size
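FP of Alexa 594-tau after heparin (20 uM) induction. Substrate: human K18 P301L, 15 uM unlabeled, 0.24 uM labeled. Buffer 100 mM sodium acetate pH 7. 6 hr, 37 C.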
Starred values were filed as active, the others as inactive; ? = inconclusive; nt = not tested or not shown; [ ] = remark or other dose. Unless noted, calls come from the whole dose curve; as a rule, active = well fitted curve in the direction sought with a large enough effect; inconclusive = small, poorly fitted or top-dose-only effect, or another doubt; inactive = no such curve, though single readings can be large; an effect the other way counts as inactive or inconclusive. Unless noted, % is set by controls: 0 for no effect and ±100 for the full control effect; potency is the fitted concentration of half-maximal effect. Not a hit list; overall some 8.5% were active at least once.

SMILES	L3MBTL1 block	TRb SRC2 PPI	Tau fibril ThT	GLA spleen mod	ALDH1A1 inh	TexasRed fluor	Tau fluor counter	Tau FP inhib
O=C(NCc1ccc2c(c1)OCO2)c1ccc(Cl)c(S(=O)(=O)N2CCOCC2)c1	nt	-2%	-3%	3%	0%	-2%	-14%	-9%
CCOc1cc(/C=N/Nc2ncnc(Cl)c2N)ccc1O	0%	-1%	?	-26%	5%	-9%	-20%	11%
CC(CCc1ccccc1)NC(=O)c1cccc([N+](=O)[O-])c1 (stereo not given)	4%	6%	-5%	4%	-2%	-3%	-13%	0%
CCN1C(=O)c2cccc3c(S(=O)(=O)NCc4ccccn4)ccc1c23	nt	-1%	0%	10%	?	-2%	-3%	1%
CNc1ccc(Br)cc(C(=O)/C=C/c2ccc(Cl)cc2Cl)c1=O	-15%	0%	10µM*	-2%	?	-6%	?	?
COc1ccc(-c2cnc(SCC(=O)Nc3ccc4c(c3)OCO4)n2Cc2ccco2)cc1	nt	-3%	?	?	11µM*	-4%	?	6%
CCC(C)NC(=O)c1sc2nc(C)c(C(=O)Nc3ccc(C)cc3C)c(-c3ccc(Br)cc3)c2c1N (stereo not given)	nt	-14%	-13%	nt	nt	-1%	-8%	-12%
OCCNCc1cccc(OCc2ccccc2Cl)c1	1%	5%	8%	-3%	7%	-1%	0%	-1%
COC(=O)c1cc2ccsc2n1CC(=O)N(C)c1ccccc1	12%	-11%	-5%	-1%	-6%	0%	2%	-2%
C(=N\n1cnnc1)/c1cccc(OCCOc2ccccc2)c1	2%	-4%	-5%	-2%	-10%	-2%	-4%	3%
C=CCCCCCCCCCCCC(O)CC(O)CO (stereo not given) (tested in a mixture with another compound)	nt	-3%	-4%	-15%	5%	-1%	-12%	4%
CC[C@]1(c2ccccc2)NC(=O)N(C)C1=O	nt	-6%[53 µM]	nt	9%[29.1 µM]	5%[20.9 µM]	-4%[53 µM]	nt	nt
CCC(C)NS(=O)(=O)c1ccc(OCC(=O)NCc2ccco2)cc1 (stereo not given)	nt	5%	-4%	-1%	-49%	1%	-1%	-8%
COc1ccc(C(OC(=O)c2ccco2)C(=O)NC(C)(C)C)cc1 (stereo not given)	4%	0%	-3%	4%	10%	1%	-3%	-5%
Cc1cccc(NC(=O)CSc2ccc(-c3ccc4c(c3)OCO4)nn2)c1C	4%	1%	?	-4%	-13%	2%	-9%	-3%
Clc1ccccc1OCCCCn1ccnc1	-7%	-1%	-1%	4%	11%	-3%	6%	1%
CCCCNC(=O)C(=O)N/N=C/c1ccc(OCC(=O)Nc2cccc(OC)c2)c(OC)c1	51%[activator]	-10%	-11%	2%	?	-3%	8%	-11%
O=C(N/N=C/c1ccc(F)cc1)c1ccc(Br)cc1	2%	2%	-23%	9%	4%	-6%	-6%	1%
O=C(Nc1ccc(N2CCCCC2)c(Cl)c1)c1ncn[nH]1	-2%	3%	0%	1%	-6%	1%	-2%	-2%
Cc1cccc(NC(=S)NNC(=O)c2ccc3c(c2)OCO3)c1	5%	2%	?	-7%	?	-2%	-4%	3%
COC(=O)C(Cc1ccccc1)NC(=O)C(N)CC(=O)O (stereo not given)	nt	3%	-6%	6%	-1%	-1%	-4%	-11%
O=C(Nc1cc2c(cc1Br)OCCO2)c1ccco1	9%	10%	-2%	-4%	?	3%	0%	1%
CCOC(=O)CCn1cnc2onc(-c3cc(OC)ccc3Cl)c2c1=O	nt	3%	-2%	nt	nt	-2%	-12%	-2%
CC(C)OCCCNC(=O)C1CC(=O)N(C2CCCCCCC2)C1 (stereo not given)	5%	-9%	-2%	0%	-2%	2%	5%	3%
Cc1ccsc1C(=O)OCC(=O)c1cc2ccccc2o1	19%	4%	?	-2%	-9%	-5%	-30%	-5%
The listing continues:
SMILES	L3MBTL1 block	TRb SRC2 PPI	Tau fibril ThT	GLA spleen mod	ALDH1A1 inh	TexasRed fluor	Tau fluor counter	Tau FP inhib
COc1ccc(C(=O)OCC(=O)N2C(C)CCCC2C)cc1[N+](=O)[O-] (stereo not given)	5%	5%	2%	-1%	?	-2%	-1%	-1%
O=S1(=O)N=C(N(CCO)/N=C/c2ccccc2)c2ccccc21	nt	-9%	-1%	-18%	?	-2%	0%	-1%
CC(NC(=O)/C(C#N)=C/c1cccs1)c1ccccc1 (stereo not given)	2%	10%	2%	-4%	?	-1%	-5%	-5%
CCCc1ccc(Oc2cc(C)nc(N3CCOCC3)n2)cc1	-5%	6%	-8%	8%	?	-1%	-8%	5%
COc1ccccc1NS(=O)(=O)c1ccc(O)c(C(=O)OCC(=O)N2CCc3ccccc32)c1	nt	-3%	-11%	0%	nt	-3%	-28%	-8%
CN(C)c1nc2ccccc2n(C)c1=O	nt	-5%	3%	-14%	-5%	-3%	-1%	-6%
CS(=O)(=O)Nc1ccc(Cc2ccc(NS(C)(=O)=O)cc2)cc1	13%	7%	9%	-2%	?	0%	0%	0%
O=C(CSc1nc(O)c(Cc2ccccc2)c(=O)n1-c1ccccc1)N1CCOCC1	nt	-1%	-4%	-10%	-3%	-4%	2%	8%
O=C(CSc1nc2c([nH]c3ccccc32)c(=O)n1-c1ccccc1)Nc1cccc(C(F)(F)F)c1	nt	0%	14%	nt	nt	-5%	?	?
COc1ccc(NC2=C(C(C)=O)C(c3ccc(OC)c(OC)c3)C(C(C)=O)C(C)(O)C2)cc1 (stereo not given)	2%	1%	-16%	3%	?	2%	-10%	8%
Cc1ccccc1-c1nc(SCc2ccccn2)c2c(=O)n(C)c(=O)n(C)c2n1	-7%	-2%	-8%	2%	-6%	-1%	-4%	-5%
CCOC(=O)c1cc(-c2ccccc2)n(CCC(=O)Nc2cc(OCC)ccc2OCC)c1C	nt	-5%	-10%	nt	nt	1%	-21%	3%
Cc1cc(C)c(C(=O)COC(=O)c2cccc(S(=O)(=O)NCc3ccccc3)c2)cc1C	-14%	0%	-19%	4%	7%	-1%	?	?
O=C(CN(Cc1ccco1)C(=O)CNS(=O)(=O)c1ccccc1)NCc1ccccc1	2%	-11%	3%	-8%	14µM*	0%	1%	-5%
COC(=O)CSc1nc2[nH]ncc2c(=O)[nH]1	7%	-5%	0%	6%	0%	-3%	6%	0%
COCC(=O)OCC(=O)Nc1cc(C(C)(C)C)nn1-c1ccccc1	nt	-2%	-1%	3%	5%	0%	-2%	1%
O=C(/C=C/c1ccccc1)NC(NC(=S)Nc1cccc(Cl)c1)C(Cl)(Cl)Cl (stereo not given)	3%	2%	-10%	4%	0%	-9%	-6%	-4%
CC1=C(C(N)=O)C(c2ccccn2)n2nc(-c3ccccc3Cl)nc2N1 (stereo not given)	4%	-16%	4%	4%	6%	1%	-1%	-4%
O=C1C(c2ccnc3ccccc23)=C(O)c2ccccc21	-2%	2%	?	-2%	-2%	-7%	3%	-1%
O=C(Oc1cccc2c(=O)[nH]ccc12)c1ccccc1	1%	-10%	-3%	3%	-2%	-2%	6%	3%
COc1ccc(-c2nc(-c3ccccc3)c(-c3cccs3)[nH]2)cc1OC	nt	-13%	?	7%	?	-8%	14µM*[quencher]	?
COc1ccc(/C=C/C(=O)O)cc1S(=O)(=O)N1CCC(C)CC1	?	2%	-5%	12%	nt	1%	-4%	4%
Cc1ccsc1C(=O)Nc1nnc(-c2ccco2)o1	14%	-2%	-16%	0%	-2%	0%	-3%	13%
CCN1C(=O)c2ccccc2S(=O)(=O)c2ccc(C(=O)NCc3ccc(F)cc3)cc21	nt	0%	-6%	nt	nt	3%	?	-11%
COc1ccc(CCN2C(=O)C(O)=C(C(C)=O)C2c2ccccc2OC)cc1OC (stereo not given)	nt	-4%	-19%	0%	-16%	-2%	-6%	-6%
More results
SMILES	L3MBTL1 block	TRb SRC2 PPI	Tau fibril ThT	GLA spleen mod	ALDH1A1 inh	TexasRed fluor	Tau fluor counter	Tau FP inhib
Cc1c(C(=O)NCCC2=CCCCC2)oc2ccc(S(=O)(=O)N3CCOCC3)cc12	5%	1%	-12%	0%	?	-4%	-10%	4%
O=C(c1cc2cc(Br)cc(Br)c2oc1=O)N1CCCC1	-3%	-1%	-4%	-2%	?	-6%	-1%	-1%
O=C1N/C(=C\c2nc3ccccc3s2)c2ccccc21	7%	-6%	?	-2%	5%	-2%	-15%	-1%
CCOC(=O)c1c(C)[nH]c(C(=O)CSc2ccccc2)c1C	-2%	-15%	-2%	0%	-3%	1%	4%	4%
C=CCN(C(=O)c1csnn1)C(C(=O)NC(C)(C)C)c1ccncc1 (stereo not given)	-5%	5%	-8%	-6%	-5%	-2%	-6%	-10%
O=C(/C=C/c1c(Cl)nc2ccccn12)N1CCN(c2ccc(F)cc2)CC1	2%	-4%	?	3%	3%	-3%	-13%	9%
O=C(N/N=C/c1c[nH]c2ccccc12)c1ccncc1	-1%	-3%	?	3%	5%	-2%	-16%	5%
CCC(C)(C)n1nnnc1C(c1ccc(C)cc1)N1CCSCC1 (stereo not given)	-2%	-3%	-8%	-4%	-14%	-4%	-11%	9%
CCCS(=O)(=O)c1cscc1NC(=O)c1c(-c2c(F)cccc2Cl)noc1C	3%	0%	-8%	1%	nt	-7%	-23%	-2%

As a short view, some entries already given:
SMILES	L3MBTL1 block	TRb SRC2 PPI	Tau fibril ThT	GLA spleen mod	ALDH1A1 inh	TexasRed fluor	Tau fluor counter	Tau FP inhib
O=C1N/C(=C\c2nc3ccccc3s2)c2ccccc21	7%	-6%	?	-2%	5%	-2%	-15%	-1%
CCOC(=O)c1c(C)[nH]c(C(=O)CSc2ccccc2)c1C	-2%	-15%	-2%	0%	-3%	1%	4%	4%
C=CCN(C(=O)c1csnn1)C(C(=O)NC(C)(C)C)c1ccncc1 (stereo not given)	-5%	5%	-8%	-6%	-5%	-2%	-6%	-10%
O=C(/C=C/c1c(Cl)nc2ccccn12)N1CCN(c2ccc(F)cc2)CC1	2%	-4%	?	3%	3%	-3%	-13%	9%
O=C(N/N=C/c1c[nH]c2ccccc12)c1ccncc1	-1%	-3%	?	3%	5%	-2%	-16%	5%
CCC(C)(C)n1nnnc1C(c1ccc(C)cc1)N1CCSCC1 (stereo not given)	-2%	-3%	-8%	-4%	-14%	-4%	-11%	9%
CCCS(=O)(=O)c1cscc1NC(=O)c1c(-c2c(F)cccc2Cl)noc1C	3%	0%	-8%	1%	nt	-7%	-23%	-2%
